From PubChem
RXFP1 antagonist = qHTS Assay for Antagonists of the Relaxin Receptor RXFP1; activity change, negative = inhibition, % at 57.5 µM; HEK293-RXFP1, relaxin-stimulated cAMP HTRF, 30 min; stronger effect = lower value; hit rate 0.59% among 350,000; Relaxin receptor 1 (Homo sapiens), Q9HBX9;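 active = activity change of -60% or lower, but not beyond a set lower limit; inconclusive = change between -60% and -40%, or beyond the set limit; inactive = change above -40%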; note: % is set by controls: 0 for no effect and ±100 for the full control effect
Target sequence (Q9HBX9 whole entry, looked up): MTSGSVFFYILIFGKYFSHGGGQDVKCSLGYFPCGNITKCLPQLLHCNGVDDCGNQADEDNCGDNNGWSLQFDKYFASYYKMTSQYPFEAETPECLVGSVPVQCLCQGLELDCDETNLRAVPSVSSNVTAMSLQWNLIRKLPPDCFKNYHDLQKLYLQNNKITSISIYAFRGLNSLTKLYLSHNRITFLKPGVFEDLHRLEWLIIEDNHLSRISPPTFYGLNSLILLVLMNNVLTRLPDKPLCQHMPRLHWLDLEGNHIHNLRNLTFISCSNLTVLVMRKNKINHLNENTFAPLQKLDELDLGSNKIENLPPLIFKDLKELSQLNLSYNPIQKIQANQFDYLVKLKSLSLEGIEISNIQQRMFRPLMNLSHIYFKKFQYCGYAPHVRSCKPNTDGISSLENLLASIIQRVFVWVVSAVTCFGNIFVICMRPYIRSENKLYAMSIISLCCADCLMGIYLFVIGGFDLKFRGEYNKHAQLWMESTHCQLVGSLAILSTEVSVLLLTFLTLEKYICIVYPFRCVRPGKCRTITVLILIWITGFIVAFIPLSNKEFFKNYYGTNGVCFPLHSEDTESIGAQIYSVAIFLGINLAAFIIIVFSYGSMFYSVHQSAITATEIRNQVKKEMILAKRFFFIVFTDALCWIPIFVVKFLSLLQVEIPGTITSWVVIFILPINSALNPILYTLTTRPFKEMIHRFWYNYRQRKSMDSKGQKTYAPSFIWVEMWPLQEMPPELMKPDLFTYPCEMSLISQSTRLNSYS
D2 PAM = HTS Assay for Positive Allosteric Modulators of the Human D2 Dopamine Receptor: Primary Screen for Potentiators. D(2) dopamine receptor (Homo sapiens), P14416. hit rate 0.34% among 340,000. potentiation, % at 10 µM. HEK293 T-REx D2, calcium flux, EC20 dopamine potentiation;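 active = potentiation over 3 SD above the plate norm, cut at about 30% in these data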; note: 0% is about no effect
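Potentiation of an EC20 dopamine calcium response is measured in a force-coupled, tetracycline-inducible Hek293 Trex D2 line. Compound-only kinetic reads over 180 s flag agonists before dopamine addition.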
TRHR enhancer = qHTS for Small Molecule Agonists and Allosteric Enhancers of Human TRH Receptor: Primary Screen for Enhancers | TRHR cells, fluo-8 calcium fluorescence, EC20 TRH enhancement | Thyrotropin-releasing hormone receptor (Homo sapiens), P34981 | hit rate 0.66% among 360,000 | enhancement, % at 2 µM; in the data active = enhancement above about 30%; note: 0% is about no effect
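Enhancer read-out: after compound pinning and an initial kinetic agonist-mode read, an EC20 of TRH (10 nM final) was injected and fluo-8 calcium signal (Ex 480/Em 530) followed at 1 s/cycle for 100 cycles in TRHR-expressing cells.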
D1 antagonist = Antagonist of Human D 1 Dopamine Receptor: qHTS; D(1A) dopamine receptor (Homo sapiens), P21728; HEK293 TREx D1 cells, calcium flux, dopamine EC80; stronger effect = lower value; activity change, negative = inhibition, % at 10 µM; hit rate 3.2% among 360,000; AID 504652, 2011; in the data active = activity change below about -30%; note: % is set by controls: 0 for no effect and ±100 for the full control effect
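Using tetracycline-induced force-coupled D1 Hek293 cells and a calcium dye, signals were followed for 180 s after compound, then for 180 s after EC80 dopamine, to detect inhibitors.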
D1 potentiator = Potentiators of Human D1 Dopamine Receptor: qHTS; hit rate 0.036% among 360,000; D(1A) dopamine receptor (Homo sapiens), P21728; HEK293 TREx D1 cells, calcium flux, dopamine EC20 potentiation; potentiation, % at 10 µM; in the data active = potentiation above about 30%; note: 0% is about no effect
TRHR agonist = qHTS for Small Molecule Agonists and Allosteric Enhancers of Human TRH Receptor: Primary Screen for Agonists. Thyrotropin-releasing hormone receptor (Homo sapiens), P34981. TRHR cells, calcium flux fluo-8, FDSS agonist mode. activation, % at 2 µM. hit rate 0.18% among 360,000. AID 493084, 2011; note: 0% is about no effect
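TRHR-expressing cells loaded with fluo-8 calcium dye; 23 nL library compound pin-transferred, kinetic FDSS fluorescence (Ex 480/Em 530) recorded about 180 s for agonist-induced calcium release, before a 10 nM TRH EC20 addition for potentiator mode.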
D1 agonist = Allosteric Agonists of the Human D1 Dopamine Receptor: qHTS; activation, % at 2 µM; D(1A) dopamine receptor (Homo sapiens), P21728; hit rate 1% among 360,000; HEK293 T-REx D1 cells, calcium flux, agonist mode; note: 0% is about no effect
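Inducible HEK293 T-REx D1 cells, force-coupled to calcium signalling, were plated at 4000 cells/well with tetracycline and held overnight at 30 C. After no-wash calcium dye loading, compound-evoked calcium rise over 180 s flagged agonists.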
D2 antagonist = HTS Assay for Allosteric Antagonists of the Human D2 Dopamine Receptor: Primary Screen for Antagonists | HEK293 TREx D2 cells, calcium flux, dopamine EC80 | inhibition, % at 10 µM | hit rate 2% among 340,000; in the data active = inhibition above about 30%; note: 0% is about no effect
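Dopamine at EC80 is the agonist stimulus; test compounds precede it by 180 s. Calcium flux read kinetically in a force-coupled, inducible HEK293 T-REx D2 cell line.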
D2 agonist = HTS Assay for Allosteric Agonists of the Human D2 Dopamine Receptor: Primary Screen for Agonists; HEK293 T-REx D2 cells, calcium flux agonist mode; hit rate 0.53% among 340,000; AID 485358, 2010; activation, % at 2 µM;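 active = activation over 3 SD above normal in the single-dose calcium agonist read, cut at about 30% in these data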; note: 0% is about no effect
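Tetracycline-induced HEK293 Trex cells with D2 receptor force-coupled to calcium signaling, plated overnight at 30 C and loaded with no-wash calcium dye. Calcium flux read kinetically for 180 s after compound addition; responses flag agonists.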
* marks the source's active call; other numbers are inactive results; ? = inconclusive; · = not tested or not shown; & = joins results of further samples. Cut-off read from the data, not from the text of the source, unless noted: active = activation above about 30%; inactive = the rest.

item	Structure	RXFP1 antagonist	D2 PAM	TRHR enhancer	D1 antagonist	D1 potentiator
1	CC1(C)CC(N(Cc2ccco2)C(=O)Cc2ccccc2)CCO1 (stereo unspecified)	-6.7	-6.2	-5.0	0.9	-1.6
2	Cc1ccccc1NC(=O)Cn1c(SCC(=O)Nc2ccc(F)cc2)nc2ccccc21	-20.2	11.1	-2.1	-80.3*	-0.3
3	CCN(CC)C(=O)COc1ccc(/C=C(\C#N)S(=O)(=O)c2ccccc2)cc1OC	-0.6	·	0.4	·	-4.6
4	COc1ccc(N(CC(=O)NCc2ccccc2Cl)S(=O)(=O)c2c(C)[nH]c(=O)[nH]c2=O)cc1	4.9	2.6	-1.9	1.1	-2.4
5	Cc1cccc(C(=O)Nc2ccc(N3CCC(CCN4CCOCC4)CC3)c(C(=O)O)c2)c1	-0.7	9.8	-5.9	8.7	-5.8
6	COc1ccc(NC(=O)NCCCN2CCCC2=O)cc1	·	-0.8	-3.6	-18.4	-3.1
7	Cc1cccc(Cl)c1NNC(=O)Nc1c([N+](=O)[O-])c(C)nn1C	-9.4	-7.5	-0.5	11.2	-10.6
8	COC(=O)[C@@H]1CCCN1C(=O)CCc1nnc(C2CCCCC2)o1	-4.4	9.0	0.0	6.7	-2.0

item	TRHR agonist	D1 agonist	D2 antagonist	D2 agonist
1	-0.5	1.8	-14.4	0.0
2	-0.4	0.7	·	1.1
3	-0.1	-0.2	·	·
4	-0.1	1.1	·	1.0
5	0.4	2.6	·	-0.4
6	0.6	0.3	26.2	0.8
7	0.2	1.5	-9.4	-0.2
8	0.9	2.7	1.9	0.1

(listing goes on)
item	Structure	RXFP1 antagonist	D2 PAM	TRHR enhancer	D1 antagonist	D1 potentiator
9	COc1cc2c(cc1OC)C1Cc3ccc(OC)c(OC)c3CN1CC2 (stereo unspecified)	-2.9	-22.2	1.2	-74.3*	-14.0
10	CCc1nn(CC(=O)N2CCN(c3cc(C)ccc3C)CC2)c(=O)c2cc3occc3n12	-10.1	-4.7&3.4	-2.6&1.3	-8.2&16.5	3.1&-0.8
11	O=C(Nc1cc(F)cc(F)c1)c1ccc(NCCCN2CCCCCC2)c([N+](=O)[O-])c1	-10.8	-14.6	4.3	-10.8	1.6
12	COc1ccc(S(=O)(=O)N2CCC(C(=O)Nc3ccc(S(=O)(=O)N4CCCC4)cc3)CC2)cc1OC	13.0	12.7	1.0	-1.8	0.9
13	C=CCn1c(SCC(=O)c2ccc(CNC(C)=O)o2)nc2scc(C3CC3)c2c1=O	-11.6	4.0	3.2	3.6	5.0
14	CC1CN(CCCCOc2ccc3ccccc3c2)CC(C)O1 (stereo unspecified)	1.7	-29.4	1.3	1.6	-1.2
15	Cc1ccc(S(=O)(=O)N(CC(O)CN2CCCCC2)c2cccc([N+](=O)[O-])c2)cc1 (stereo unspecified)	0.6	-15.7	3.5	2.3	-2.6
16	CC(C)(C)c1ccc(/C=N/NC(=O)C[n+]2ccccc2)cc1	9.4	10.8	-1.3	0.7	0.1

item	TRHR agonist	D1 agonist	D2 antagonist	D2 agonist
9	-0.1	0.1	79.7*	5.0
10	-0.3&0.0	1.3&-1.0	-6.6	1.5&-0.6
11	0.4	1.4	6.7	0.5
12	0.8	5.7	18.8	0.9
13	-0.8	0.1	-2.8	0.6
14	0.3	14.8	21.0	-0.1
15	0.5	-0.6	35.8*	1.7
16	0.8	4.4	-0.4	1.5

Continuation.
item	Structure	RXFP1 antagonist	D2 PAM	TRHR enhancer	D1 antagonist	D1 potentiator
17	CCC(C)c1ccc(NC(=S)NC2CCN(Cc3ccccc3)CC2)cc1 (stereo unspecified)	-23.1	-23.5	0.5	-12.4	-4.8
18	Cc1c(N=Cc2ccncc2)c(=O)n(-c2ccccc2)n1C	-0.3	-4.0	-1.1	-10.9	-1.1
19	O=C(Nc1nc2c(Cl)c(Cl)ccc2s1)C1CC1	-13.7	5.6	-4.9	-5.3	6.8
20	NC(=O)c1nsc(C(=O)N(Cc2cccnc2)C(C(=O)NCc2ccc(F)cc2)c2ccc(O)cc2)c1N (stereo unspecified)	-5.2	·	0.4	4.1	-4.5
21	Cn1c(=O)[nH]c(=O)c2c1nc1n2CCN1Cc1ccccc1	-15.5	-8.1	-3.8	-60.9*	-7.3
22	CC(C)OCCCN1C(=O)c2[nH]nc(-c3ccccc3O)c2C1c1ccccc1F (stereo unspecified)	?	12.0	5.3	7.4	2.5
23	CCCCn1c(N)c(N(CC(C)C)C(=O)c2cccc(S(=O)(=O)N(C)c3ccc(C)cc3)c2)c(=O)[nH]c1=O	-22.9	2.5	3.9	-10.8	-4.7
24	CCOc1ccccc1NC(=O)COC(=O)C(Cc1ccccc1)NC(=O)c1ccco1 (stereo unspecified)	-5.8	16.7	0.3	14.8	2.9

item	TRHR agonist	D1 agonist	D2 antagonist	D2 agonist
17	2.6	21.8	·	·
18	-0.5	0.7	2.3	0.8
19	0.8	4.4	-12.1	3.4
20	0.4	1.7	·	·
21	-0.8	2.8	-4.3	-0.1
22	-0.1	2.6	·	-0.1
23	0.5	0.9	-14.3	0.3
24	-0.3	0.9	19.1	0.0

Later entries.
item	Structure	RXFP1 antagonist	D2 PAM	TRHR enhancer	D1 antagonist	D1 potentiator
25	O=C(Cc1ccc(Br)cc1)N1CCN(C(=O)c2ccco2)CC1	3.2	-3.8	-3.5	-5.3	-2.1
26	CS(=O)(=O)Nc1ccc(S(=O)(=O)N2CCCCCC2)cc1	-5.9	1.5	-2.8	10.5	-3.7
27	Brc1ccc2c(c1)C(c1ccc(N3CCOCC3)cc1)=NNC(c1cccs1)=N2	-10.0	1.3	-2.2	4.2	-2.4
28	CCOc1ccc(C(=O)Nc2ccc(S(=O)(=O)NCC3CCCO3)cc2)cc1OCC (stereo unspecified)	-7.2	3.7	6.9	-38.2*	-9.2
29	COc1ccc2[nH]c(-c3cccc(F)c3)cc(=O)c2c1	·	-7.6	-5.8	0.2	0.1
30	CC1=CC(C)(C)[N+](C)(C)c2ccc(C)cc21	-11.6	-3.0	0.4	-5.5	-3.1
31	CCCCOC(=O)Nc1nnc(C(C)C)s1	-14.7	·	0.8	-1.6	-2.5
32	O=C(c1ccco1)N1CCN(C(=O)c2cc(Cl)nc3ccccc23)CC1	-6.7	-5.2	-2.1	5.0	1.7

item	TRHR agonist	D1 agonist	D2 antagonist	D2 agonist
25	-0.3	1.6	11.2	0.1
26	1.3	2.3	-1.3	1.0
27	0.1	0.1	-0.7	0.4
28	-0.4	4.1	-9.5	-1.5
29	0.1	-2.5	-2.9	-0.3
30	0.3	2.7	-3.4	0.1
31	0.1	1.4	-1.9	0.4
32	0.6	2.7	16.8	-0.3

Carrying on.
item	Structure	RXFP1 antagonist	D2 PAM	TRHR enhancer	D1 antagonist	D1 potentiator
33	Cc1c(OCC(=O)N(C)c2ccccc2)ccc2c3c(c(=O)oc12)CCC3	-9.2	4.3	-9.6	-4.8	-0.3
34	COc1ccc(CC2(CO)CCN(Cc3cnc(-c4ccccc4C)nc3)CC2)cc1	6.5	-17.0	11.2	-1.8	-2.5
35	Cc1cc(N2CCC(N(C)C3CCCC3)CC2)nc2cc(O)ccc12	·	5.5	-0.1	1.3	15.4
36	CCOC(=O)/C=C/[C@H]1CC(c2ccccc2)(c2ccccc2)CO1	·	4.4	-3.4	·	-4.7
37	Cc1ccc(C(=O)NCc2ccccn2)cc1NC1=NC2CS(=O)(=O)CC2S1 (stereo unspecified)	-1.5	-3.8	1.8	4.0	4.5
38	CCCSc1nc2c(cnn2-c2ccc(C)c(C)c2)c(=O)[nH]1	·	·	-4.8	5.5	·
39	Cc1ccnc(N2C(=O)c3ccccc3C2Nc2ccc3c(c2)OCCO3)c1 (stereo unspecified)	-10.0	6.8	4.6	21.5	-0.1
40	O=C(N=Nc1c(O)[nH]c2ccccc12)c1cc(NS(=O)(=O)c2cccs2)cc(NS(=O)(=O)c2cccs2)c1	-2.7	0.5	2.4	6.2	-0.3

item	TRHR agonist	D1 agonist	D2 antagonist	D2 agonist
33	-0.2	1.9	-19.8	0.1
34	0.7	1.9	16.1	-0.6
35	0.2	-1.8	47.8*	0.1
36	-0.2	9.3	-3.2	-0.9
37	0.2	2.3	11.1	0.4
38	0.0	1.4	·	·
39	-0.5	0.9	-2.3	0.4
40	-0.9	3.2	-4.6	0.1

Rewritten bar-delimited: part of the list above.
nr | compound | RXFP1 antagonist | D2 PAM | TRHR enhancer | D1 antagonist | D1 potentiator | TRHR agonist | D1 agonist | D2 antagonist | D2 agonist
29 | COc1ccc2[nH]c(-c3cccc(F)c3)cc(=O)c2c1 | · | -7.6 | -5.8 | 0.2 | 0.1 | 0.1 | -2.5 | -2.9 | -0.3
30 | CC1=CC(C)(C)[N+](C)(C)c2ccc(C)cc21 | -11.6 | -3.0 | 0.4 | -5.5 | -3.1 | 0.3 | 2.7 | -3.4 | 0.1
31 | CCCCOC(=O)Nc1nnc(C(C)C)s1 | -14.7 | · | 0.8 | -1.6 | -2.5 | 0.1 | 1.4 | -1.9 | 0.4
32 | O=C(c1ccco1)N1CCN(C(=O)c2cc(Cl)nc3ccccc23)CC1 | -6.7 | -5.2 | -2.1 | 5.0 | 1.7 | 0.6 | 2.7 | 16.8 | -0.3
33 | Cc1c(OCC(=O)N(C)c2ccccc2)ccc2c3c(c(=O)oc12)CCC3 | -9.2 | 4.3 | -9.6 | -4.8 | -0.3 | -0.2 | 1.9 | -19.8 | 0.1
34 | COc1ccc(CC2(CO)CCN(Cc3cnc(-c4ccccc4C)nc3)CC2)cc1 | 6.5 | -17.0 | 11.2 | -1.8 | -2.5 | 0.7 | 1.9 | 16.1 | -0.6
35 | Cc1cc(N2CCC(N(C)C3CCCC3)CC2)nc2cc(O)ccc12 | · | 5.5 | -0.1 | 1.3 | 15.4 | 0.2 | -1.8 | 47.8* | 0.1

The list goes on:
item	Structure	RXFP1 antagonist	D2 PAM	TRHR enhancer	D1 antagonist	D1 potentiator
41	COc1ccccc1CCNC(=O)C(=O)NCC(c1ccco1)S(=O)(=O)c1ccc(F)cc1 (stereo unspecified)	-3.9	-5.0	-2.4	·	-1.9
42	O=S(=O)(/N=C(/c1ccc(F)cc1)N1CCCCC1)c1ccc(Cl)cc1	-1.9	1.9	0.9	-6.1	0.7
43	CCn1c(SCC(=O)Nc2sc(C)c(C)c2C#N)nnc1C(C)C	-3.4	-2.8	31.2*	10.7	-2.7
44	CCC(=O)Nc1ccccc1C(=O)OC(c1ccccc1)c1ccccc1	-12.7	5.2	0.2	24.1	1.3

item	TRHR agonist	D1 agonist	D2 antagonist	D2 agonist
41	-0.4	2.5	·	1.4
42	0.7	1.3	17.1	0.4
43	-1.0	0.6	-9.4	-0.1
44	0.2	17.5	-11.6	-2.7
